# PriA SSB inh – inhibitors of Klebsiella pneumoniae PriA binding to SSB C-terminal tail; AlphaScreen SSBct-PriA binding, biotinylated peptide; inhibition, % at 33 µM; 0.6% of 430,000 active; in the data active = inhibition mostly above about 37%, no sharp cut-off; inactive = mostly below about 20%;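 also: plate controls were negative control peptide for no effect and reference peptide for full effect; strong numbers were not always called active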
# * marks the source's active call; other numbers are inactive results; & = joins results of further samples. Only part of the results is shown; count on the stated rates, not on these rows.
SMILES,PriA SSB inh
CSC[C@@](C)(O)CNS(=O)(=O)c1ccc2c(c1)CCO2,-1
CS(=O)(=O)c1ccc(CCC(=O)Nc2ccc3c(c2)CCC(=O)N3)cc1,33
COc1ccccc1NC(=NS(=O)(=O)c1ccc(C)cc1)c1ccccc1,-4
COCC(=O)N1CCCc2ccc(NC(=O)N3CCNC3=O)cc21,-8
N#Cc1ccc(Cl)cc1NC(=O)c1cccn(Cc2cccc(F)c2)c1=O,-5
Cc1ccc(-c2nc3c(C)cc(C)cc3c(=O)o2)cc1,-20
O=C([C@@H]1CS(=O)(=O)CN1C(=O)c1ccccc1)N1CCc2ccccc21,-19
CCOc1cc(C=NO)cc(Br)c1OCc1ccc(Cl)cc1,-1
COC(=O)c1ccc(C=NNC(=O)C(=O)NCc2ccccc2)cc1,-8
O=C(O)CN1C(=O)/C(=C/c2ccc(Cl)cc2Cl)SC1=S,4

# As entered above.
# Under PriA SSB inh, COCC(=O)N1CCCc2ccc(NC(=O)N3CCNC3=O)cc21 is listed with -8
# Under PriA SSB inh, CCOc1cc(C=NO)cc(Br)c1OCc1ccc(Cl)cc1 is listed with -1

# Next part
SMILES,PriA SSB inh
CCOC(=O)C1CCCC1=NNC(=O)CN(c1cc(OC)ccc1OC)S(=O)(=O)c1ccccc1 (stereo not drawn),1
Cc1ccc([N+](=O)[O-])cc1NC=C1CCc2ccccc2C1=O,-10
O=C(C[C@H]1C/C=C/C[C@@H](Cc2ccc(F)cc2)C(=O)OC[C@H]2CCCN2C1=O)NCCO,-3
O=S(=O)(c1ccc(F)c(Cl)c1)N1CCCCCC1,-25
Cc1cc(=O)n2c(n1)SC[C@@H]2CC(=O)NC(c1ccccc1)c1ccccc1,-8
Cc1ccc(NC(=O)C(=O)NCCN2CCN(c3ccccc3F)CC2)cc1C,-8
CCC(=O)Nc1ccc(C(=O)NN=Cc2cccnc2)cc1,-17
C(=NN=Cc1ccccn1)c1ccccn1,-2
CCn1c(C)cc(O)c(C(c2ccccc2Cl)N2CCN(CCO)CC2)c1=O (stereo not drawn),2
COc1ccc(S(=O)(=O)N2CCCC2C(=O)NC2=NCCS2)cc1 (stereo not drawn),-1
Cc1cc(C(=O)N2CC(S(=O)(=O)CC(C)C)C2)no1,-15
COCC(=O)N1CCCc2ccc(NC(=O)Nc3ccc4c(c3)OCO4)cc21,-8
COC(=O)c1ccc(CSc2nc3sc4c(c3c(=O)n2C)CCCC4)cc1,-12
CCOC(=O)N1CCN(C(=O)Cn2nc3n(c(=O)c2=O)CCN3c2ccc(C)cc2)CC1,-7
O=S(=O)(Nc1ccc2c(c1)CCCN2S(=O)(=O)c1ccccc1)c1ccc(Cl)s1,9
O=C(c1ccsc1)N1CCC(n2ccnn2)CC1,0
COc1ccc(CNC(=O)NC2CCN(c3ccccn3)C2)cc1OC (stereo not drawn),5
COc1ccc(S(=O)(=O)NCC2CCN(C(=O)c3ccoc3)CC2)cc1Cl,-5
FC(F)Sc1ccc(-c2csc(Nc3ccccc3)n2)cc1,-4
COc1ccc(C(=O)C2C(c3ccc(-c4cccc(Cl)c4Cl)o3)NC(=O)NC2(O)C(F)(F)F)cc1 (stereo not drawn),6

# Random excerpt: 4 entries already listed, in no set order.
SMILES,PriA SSB inh
FC(F)Sc1ccc(-c2csc(Nc3ccccc3)n2)cc1,-4
CCOC(=O)N1CCN(C(=O)Cn2nc3n(c(=O)c2=O)CCN3c2ccc(C)cc2)CC1,-7
COc1ccc(C(=O)C2C(c3ccc(-c4cccc(Cl)c4Cl)o3)NC(=O)NC2(O)C(F)(F)F)cc1 (stereo not drawn),6
COc1ccc(S(=O)(=O)NCC2CCN(C(=O)c3ccoc3)CC2)cc1Cl,-5

# (further entries)
SMILES,PriA SSB inh
Cc1ccc(-c2ccc(=O)n(CCCC(=O)Nc3ccc(S(N)(=O)=O)cc3)n2)cc1,-3
COc1ccc(C)cc1S(=O)(=O)NCCCCN1CCOC(c2ccccc2)C1 (stereo not drawn),-14
COC(=O)CC1=Nc2ccccc2N=C(SCC(=O)NCc2cccs2)C1,-18
COc1ccc(OC)c(NC(=O)c2oc3ccccc3c2NC(=O)c2ccc(Cl)cc2Cl)c1,-15
O=C(Nc1ccc2c(c1)OCO2)N(Cc1ccco1)C1CCOCC1,2
CSc1cccc(N2C(=O)NC3CC2(C)Oc2ccccc23)c1 (stereo not drawn),3
O=C(NCCCn1ccc2cccnc21)C1(c2ccccc2)CCOCC1,-9
COc1cc(C=NNC(=O)Cc2cccs2)c([N+](=O)[O-])cc1OC,-3
CCOc1cc(NC(=O)CCn2cnc3ccccc3c2=O)ncn1,1
CCS(=O)(=O)N1CCN(CC(=O)c2ccco2)CC1,5
O=C(NN=Cc1cn[nH]c1-c1ccccc1)c1cccs1,-12
CSC1=NCCN1C(=O)c1ccc(C)c([N+](=O)[O-])c1,-36
CCc1cnc2c(c1NCCC1=CCCCC1)c(=O)n(C)c(=O)n2C,1
CO[C@@]1(CNS(=O)(=O)c2ccc3c(c2)CCCC3)CCSC1,6
CC(=O)Oc1ccc2c(=O)c(C(C)=O)c(C)oc2c1,-10
Cc1ccccc1NC(=O)N1CCN(c2cnnc(N(C)C)c2)CC1,-11
CN(C)c1ccc(C(CNC(=O)C(=O)NCCC2=CCCCC2)N2CCCC2)cc1 (stereo not drawn),16
C=CCOc1ccccc1C=NNC(=O)Cc1ccccc1,-8
COc1ccc(C(=O)NCC2CCN(S(=O)(=O)C3CC3)CC2)cc1F,-13
O=C1c2cccc3cccc(c23)C(=O)N1CCCSc1n[nH]c(-c2ccc(Cl)cc2)n1,-2
COc1cccc(C=NNC(=O)CNC(=O)COc2ccccc2)c1O,6
C(=C\c1cccs1)/c1ccccn1,-2
O=C(Cn1cnc(-c2ccc(F)cc2)cc1=O)NCc1ccc(F)cc1,-17
CCCCNC(=O)CC1SC(=NN=Cc2ccc(OC)cc2)NC1=O (stereo not drawn),1
Cc1ccc(OCCOCC(O)CN2CCN(c3ccc(F)cc3)CC2)cc1C (stereo not drawn),27
N#Cc1c(N)sc2c1CCCCC2,4
COc1coc(C(=O)Nc2nccs2)cc1=O,-12
COc1ccc(Br)cc1C=Nn1c(C)nnc1C,3
Cc1occc1C(=O)NN=C/C=C\c1ccccc1[N+](=O)[O-],-15
COC(CNC(=O)Nc1ccccc1C)c1ccccc1C (stereo not drawn),8
CSc1cccc(NC(=O)C(=O)NCCc2ccccc2)c1,-13
Cc1ccc(Cl)cc1S(=O)(=O)Nc1ccc2c(c1)N(C(=O)c1cccs1)CC2,8
CCc1cccc(CC)c1NC(=O)CON=C(C)c1cccs1,-14
CC(=O)Nc1c(-c2ccc3c(c2)OCO3)c(=O)c2ccccc2n1C,12
O=c1sc2ccccc2n1Cc1nnc(SCc2ccccn2)n1CCc1ccccc1,5
COc1ccc(CCC(=O)NCc2cccnc2-c2cccs2)cc1Br,2
CSc1ccccc1CN1CCC(CNC(=O)c2c(-c3ccccc3Cl)noc2C)CC1,-8
COc1ccc(-c2ccc(NS(=O)(=O)c3cc(C(F)(F)F)cc(C(F)(F)F)c3)cc2)nn1,-2
CNC(=O)c1ccsc1NC(=O)c1cc([N+](=O)[O-])cc([N+](=O)[O-])c1,-8
Cn1nc(-c2ccccc2)cc1C(=O)N1CC(c2nc(-c3cccc(C(F)(F)F)c3)no2)C1,-6
CC1(C)CCCC(C)(C)N1CC(O)COC1CCCC1 (stereo not drawn),-6
O=C(CCC1CCCC1)Nc1ccc2c(c1)C(=O)NCCO2,-4
Cc1cc(N2CCOCC2)nc(N2CCN(C(=O)Nc3ccc(Cl)cc3)CC2)n1,-10
COc1ccc(C(C)=NOCC(=O)Nc2nc3ccccc3s2)cc1,0
CCn1c(C2CCN(C(=O)c3ccc(-n4cccc4)cc3)CC2)nn(CCOC)c1=O,-13
Cc1cc(C(=O)N2CCN(CCn3ccnc3)CC2)c(C)o1,-6
Cc1c(-n2c(-c3ccccc3)csc2=NC(=O)c2ccccc2)c(=O)n(-c2ccccc2)n1C,44*
COc1ccccc1C(=O)NCC(c1ccsc1)N1CCOCC1 (stereo not drawn),-22
O=C(NN=Cc1ccc(F)cc1)c1cccc(NC(=O)c2ccc(F)cc2)c1,3
O=CC(C=O)=C1Sc2ccccc2N1Cc1ccccc1,-9

# Molecules from the list above containing a nitro group on carbon, in the order listed:
SMILES,PriA SSB inh
Cc1ccc([N+](=O)[O-])cc1NC=C1CCc2ccccc2C1=O,-10
COc1cc(C=NNC(=O)Cc2cccs2)c([N+](=O)[O-])cc1OC,-3
CSC1=NCCN1C(=O)c1ccc(C)c([N+](=O)[O-])c1,-36
Cc1occc1C(=O)NN=C/C=C\c1ccccc1[N+](=O)[O-],-15
CNC(=O)c1ccsc1NC(=O)c1cc([N+](=O)[O-])cc([N+](=O)[O-])c1,-8

# Carrying on:
SMILES,PriA SSB inh
O=C(NC[C@]1(O)CCOc2ccccc21)c1ccsc1,-1
Nc1nonc1-n1nnc(C(=O)NN=Cc2ccncc2)c1CSc1ccccc1,0
Cc1ccc(S(=O)(=O)N2CCC(c3nnc(-c4ccco4)s3)CC2)cc1,-2
COc1cccc2cc(S(=O)(=O)c3ccc(C)c(Cl)c3)c(=O)oc12,4
CN1C(=O)NC2(CCN(C(=O)Cc3ccccc3)CC2)C1=O,-14
CN(C)S(=O)(=O)c1ccc(C(=O)NCCn2ncc3c(NCc4ccco4)ncnc32)cc1,-3
Cc1ccc(/C=C2\SC(=S)N(CCCCCC(=O)N(Cc3ccccc3)C(C)(C)C)C2=O)cc1,-7
COc1cccc(C(=O)N=c2sc3cc([N+](=O)[O-])ccc3n2C)c1OC,5
CCOc1ccc(C(C)C)cc1S(=O)(=O)n1cnc2ccccc21,-1&17
CCOC(=O)C1=C(N)n2c(sc(=Cc3ccco3)c2=O)=C(C(=O)OC(C)C)C1c1ccco1 (stereo not drawn),-5
N#CSC1C=CS(=O)(=O)C1 (stereo not drawn),-8
Cc1ccc(S(=O)(=O)Nc2cccc(-c3ccc4nnc(-c5ccncc5)n4n3)c2)s1,0&13
CCc1nnc2ccc(N3CCN(C(=O)Nc4cc(F)ccc4F)CC3)nn12,-4
Cc1ccccc1OCC(=O)N1CCOCC1CN(C)CCO (stereo not drawn),-14
O=C(CSc1nnc(CCCN2C(=O)c3cccc4cccc(c34)C2=O)n1-c1ccccc1)NCc1ccccn1,-9
COC(=O)c1ccc(C=NN2C(C)CCCC2C)cc1 (stereo not drawn),15
CSc1cccc(NC(=O)CSc2ncc(S(=O)(=O)c3cccs3)c(N)n2)c1,-8
NC(=O)COc1ccc(C=NNC(=O)C2CCCN2S(=O)(=O)c2ccc(Cl)cc2)cc1 (stereo not drawn),-5
N#Cc1nccnc1N1CCC(CNC(=O)c2ccco2)CC1,-10
COc1ccc(C=NNc2nc(N3CCCC3)nc(N3CCCC3)n2)c(OC)c1OC,-2
CCN(c1ccccc1)C1SC(=O)N(CCN2C(=O)S/C(=C/c3ccccc3)C2=O)C1=O (stereo not drawn),7
Cc1ccc(C2CC(CCc3c[nH]c4ccccc34)=NN2c2ccccc2)cc1 (stereo not drawn),30
O=C(CCC1CCCC1)NCCn1ncc2c(=O)n(Cc3ccccc3F)cnc21,3
COC(=O)c1ccc(NC(=O)CCc2c(C)nn(-c3nc(C)cc(=O)[nH]3)c2C)cc1,-2
N#Cc1c(-c2ccccc2)cc(-c2ccccc2)cc1-c1ccccc1,5
O=C(c1cccc(NS(=O)(=O)c2ccccc2F)c1)N1CCCCCC1,-7
O=C(c1cc(C2CC2)on1)N1CCc2[nH]c(=O)ccc2C1,0
O=S(=O)(NCCC(O)c1ccsc1)c1ccc(Br)s1 (stereo not drawn),-9
COc1ccc(CCNC(=O)CSc2nc3ccccc3c(=O)n2CC2COc3ccccc3O2)cc1OC (stereo not drawn),11
O=C(c1cc(-c2ccco2)[nH]n1)N1CCN(c2nc3c(C(F)(F)F)cccc3s2)CC1,12
CC1=N/C(=C\c2ccc(Cl)cc2)C(=O)O1,-116
COc1ccc(C2=Nc3ccccc3N=C(SCC(=O)Nc3ccc(Cl)cc3F)C2)cc1,-15
Cc1cc(=O)n2c(-c3ccc(NC(=O)C(C)Oc4ccc5c(c4)OCO5)cc3)csc2n1 (stereo not drawn),-7
Cc1nn(CC(=O)NCC2CCCO2)c(=O)c2c1cnn2-c1ccccc1 (stereo not drawn),-8
CCCCN1C(=O)CC(N2CCN(c3ccc(F)cc3)CC2)C1=O (stereo not drawn),-5
COc1ccc(C)c2sc(NC(=O)c3ccc(Cl)s3)nc12,-29
CCOc1ccc(S(=O)(=O)Nc2ccc3c(c2)N(C(=O)c2ccccc2)CCC3)cc1F,7
COc1ccc(C=NNC(=O)CC(=O)NCc2cccnc2)c(OC)c1,1
Cc1ccc(N2CC(CNC(=O)Nc3ccccc3Cl)CC2=O)cc1 (stereo not drawn),-26
COc1cccc2cc(C(=O)NCC3CCN(c4nccnc4C#N)CC3)oc12,-26
C#CCn1c(=NC(=O)c2ccnn2C)sc2c(OC)ccc(OC)c21,-2
COc1ccc(OC)c(C(=O)Nc2ccc3nc(N4CCN(C)CC4)sc3c2)c1,-21&6
O=C(CN1CCCC1)N1N=C(c2ccc(Cl)cc2)CC1c1ccco1 (stereo not drawn),4
CCCCCCCC(=O)Nc1ccc(C(=O)NN=Cc2cccc([N+](=O)[O-])c2)cc1,-1
CCOc1ccc2ccccc2c1C=NNC(=O)CNC(=O)Cc1ccccc1,-8
CCOC(=O)c1oc2ccc(NC(=O)C3CCCCC3)cc2c1C,-3
COC(=O)c1ccc(C(=O)OC)c(NC(=O)CN2C(=O)c3ccccc3S2(=O)=O)c1,-14&-1
O=C(NCCn1nc(-n2cncn2)ccc1=O)Nc1cccs1,-5
Cc1ccccc1OCC(=O)NC1CC(=O)N(c2cccc(F)c2)C1 (stereo not drawn),-17

# For convenience, some entries already given:
SMILES,PriA SSB inh
C#CCn1c(=NC(=O)c2ccnn2C)sc2c(OC)ccc(OC)c21,-2
COc1ccc(OC)c(C(=O)Nc2ccc3nc(N4CCN(C)CC4)sc3c2)c1,-21&6
O=C(CN1CCCC1)N1N=C(c2ccc(Cl)cc2)CC1c1ccco1 (stereo not drawn),4

# From PubChem
